Screens as filed in PubChem.
S1P4 antag – S1P4 receptor antagonists, primary screen, cell-based | AID 1510, 2009 | 0.26% of 220,000 active | inhibition, % at 4.98 µM | Sphingosine 1-phosphate receptor 4 (Homo sapiens), O95977 | S1P4-expressing cells, antagonist mode, reporter read-out; in the data active = inhibition above about 29%;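 also: 0% = wells stimulated with agonist and 100% = vehicle wells without agonist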
Target sequence (O95977 whole entry, looked up): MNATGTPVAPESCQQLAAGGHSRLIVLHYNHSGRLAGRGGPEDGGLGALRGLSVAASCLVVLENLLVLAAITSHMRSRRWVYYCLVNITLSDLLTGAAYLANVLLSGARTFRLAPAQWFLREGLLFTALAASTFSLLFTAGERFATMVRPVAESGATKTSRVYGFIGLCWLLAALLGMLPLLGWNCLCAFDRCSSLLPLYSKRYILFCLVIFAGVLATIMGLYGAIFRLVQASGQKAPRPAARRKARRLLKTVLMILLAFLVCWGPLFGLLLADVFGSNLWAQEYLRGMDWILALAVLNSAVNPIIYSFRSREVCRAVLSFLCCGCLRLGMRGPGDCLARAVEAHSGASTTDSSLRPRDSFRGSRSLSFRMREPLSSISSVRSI
NPY2 pot ag – NPY-Y2 potentiators or agonists, primary screen, cell-based; cells expressing NPY-Y2, potentiator/agonist read-out; activation, % at 3.6 µM; 0.45% of 220,000 active; in the data active = activation above about 27%;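 also: cells stimulated with NPY near EC25 plus isoproterenol at EC100; 0% = vehicle plus submaximal agonist and 100% = vehicle plus saturating agonist; some results beyond the cut were filed as inactive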
NPY Y1 blocker – NPY-Y1 receptor antagonists, primary screen, cell-based. Neuropeptide Y receptor type 1 (Homo sapiens), P25929. HEK293-CNG Y1 cells, membrane potential fluorescence; NPY at EC95, then isoproterenol. inhibition, % at 3.6 µM. 1% of 200,000 active. AID 1040, 2008;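 active = inhibition above the campaign mean inhibition of all tested compounds plus 3 SD, cut at about 20% in these data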;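 also: 0% = DMSO wells given NPY plus isoproterenol and 100% = isoproterenol alone without NPY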
Target sequence (P25929 whole entry, looked up): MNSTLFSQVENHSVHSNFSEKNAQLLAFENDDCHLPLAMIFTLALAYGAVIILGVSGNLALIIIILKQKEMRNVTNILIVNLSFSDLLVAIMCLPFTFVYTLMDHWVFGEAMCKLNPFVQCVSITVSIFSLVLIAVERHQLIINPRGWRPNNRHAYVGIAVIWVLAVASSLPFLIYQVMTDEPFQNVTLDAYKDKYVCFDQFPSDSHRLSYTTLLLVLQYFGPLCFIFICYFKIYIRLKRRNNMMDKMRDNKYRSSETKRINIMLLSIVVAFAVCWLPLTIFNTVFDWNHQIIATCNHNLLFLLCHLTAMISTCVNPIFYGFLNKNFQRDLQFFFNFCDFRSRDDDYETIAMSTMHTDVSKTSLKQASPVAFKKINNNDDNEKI
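Material: HEK293 cells co-expressing NPY Y1 receptor and cyclic-nucleotide gated channel. Timing: compound incubation 1 h at room temperature, readout 45 min post-stimulation. Signal: fluorescence, membrane potential probe.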
NPY1 pot ag – NPY-Y1 receptor potentiators or agonists, primary screen, cell-based; NPY-Y1 expressing cells, potentiator/agonist activation; activation, % at 3.6 µM; 0.37% of 220,000 active; AID 1304, 2008; in the data active = activation above about 33%, passing the limit was not always enough;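 also: cells stimulated with NPY at EC10 then isoproterenol at EC100; 0% = low agonist plus stimulus and 100% = saturating agonist plus stimulus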
RBBP9 inhibitor – human RBBP9 inhibitors, primary screen, biochemical, fluorescence polarization, FP-Rh probe, HTS; recombinant RBBP9; inhibition, % at 7.94 µM; 0.2% of 220,000 active; AID 1515, 2009;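 active = inhibition above the campaign mean of all tested compounds plus 3 SD, cut at about 14% in these data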;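 also: plate controls were DMSO wells with RBBP9 for no effect and wells lacking RBBP9 protein for full effect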
Target sequence (O75884 whole entry, looked up): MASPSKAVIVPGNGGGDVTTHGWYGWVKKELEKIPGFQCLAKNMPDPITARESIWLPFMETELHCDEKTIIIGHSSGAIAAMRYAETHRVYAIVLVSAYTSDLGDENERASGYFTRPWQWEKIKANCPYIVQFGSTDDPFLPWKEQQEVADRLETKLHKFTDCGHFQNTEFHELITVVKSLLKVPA
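Assay system: recombinant human RBBP9; Reagent: Serine-hydrolase probe FP-Rh, 375 nM pre-mixing; Doses: 7.94 µM single dose, 0.794% DMSO; Incubation: 30 min then 45 min, 25 °C; Detection: fluorescence polarization (mP), excitation 525 nm, emission 598 nm; Evaluation: percent inhibition from mP, scaled between DMSO and no-protein wells.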
BaF3 tox – parental Ba/F3 cell viability inhibition, counter-screen for JAK2V617F inhibitor project, murine pro-B, CellTiter-Glo luminescence. AID 1486, 2009. inhibition, % at 5.6 µM. CellTiter-Glo ATP luminescence. 1.1% of 220,000 active;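 active = inhibition above a per-campaign cutoff, the mean inhibition of all tested compounds plus 3 SD, cut at about 27% in these data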;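 also: 0% = DMSO wells and 100% = JAK Inhibitor I control wells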
Runt-CBFb FRET – inhibitors of RUNX1 Runt–CBFb binding, primary screen, biochemical, FRET, Cerulean-Runt, Venus-CBFb, uHTS; AID 1496, 2009; 0.46% of 220,000 active; inhibition, % at 20 µM; Cerulean-Runt/Venus-CBFb FRET ratio 530/480, 1 h;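 active = inhibition over about 50% at 20 µM in the single-dose screen, limit read from the data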;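 also: 0% = DMSO wells and 100% = excess unlabeled CBFb competitor control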
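Measured by: fluorescence energy transfer, 422 nm excitation, 530/480 nm emission; Assay system: Cerulean-Runt domain; Medium: Tris pH 7.5 buffer with BSA; Measure: loss of energy transfer signal; Controls: 5 µM unlabeled CBFb as full-inhibition high control; Incubation: protein complex preformed 1 h, compound exposure 1 h, room temperature, dark.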
S1P4 agonist – S1P4 receptor agonists, primary screen, cell-based; activation, % at 4.98 µM; 0.35% of 220,000 active; S1P4-expressing cell line, agonist reporter assay; in the data active = activation above about 11%;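 also: 0% = DMSO vehicle and 100% = reference agonist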
Ba/F3 V617F tox – reduced viability of JAK2V617F-dependent Ba/F3 cells, primary screen, JAK2V617F inhibitor project, cell-based, Ba/F3 EpoR-JAK2V617F, luminescence | ATP luminescence | inhibition, % at 5.6 µM | 1.1% of 220,000 active;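 active = inhibition above the campaign mean plus 3 SD over all tested compounds, cut at about 24% in these data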;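 also: cytokine-independent growth of Ba/F3 cells driven by EpoR plus mutant JAK2; 0% = DMSO-treated cells and 100% = JAK inhibitor I control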
Active calls of the source: *; . = no result given.

SMILES | S1P4 antag | NPY2 pot ag | NPY Y1 blocker | NPY1 pot ag | RBBP9 inhibitor | BaF3 tox | Runt-CBFb FRET | S1P4 agonist | Ba/F3 V617F tox
c1ccc(-c2nnsc2-c2nc3ccccc3[nH]2)cc1 | 1 | 1 | -4 | 14 | -4 | 6 | 0 | 1.1 | -2
COc1cc(CNCCN(C)C)c(Br)cc1OCC(=O)NCc1ccccc1 | -31 | -9 | -4 | -35 | -2 | 10 | -1 | 1.6 | -6
N#Cc1nc(-c2ccco2)oc1NCCCN1CCOCC1 | -16 | 3 | -2 | -4 | -3 | 1 | -1 | 1.9 | -4
CCCO/N=C1/C(=O)N(c2ccccc2)c2ccccc21 | -2 | -15 | 5 | -27 | 8 | 13 | 1 | -2.4 | 3
COCc1cc(=O)[nH]c2c1c(-c1ccccc1)nn2C | -12 | -9 | . | 9 | -9 | 2 | 0 | 0.0 | 1
C=CCC1(CC=C)CCCN1C(=O)CC1C(=O)NCCN1Cc1ccc(OC)c(OC)c1 (centres undefined) | 5 | 10 | 8 | 12 | -4 | 5 | -3 | -0.7 | 0
CCOc1ccccc1NC(=O)C1CCCN(C(=O)NCc2ccccc2)C1 (centres undefined) | -1 | 15 | 0 | -4 | 8 | 4 | -2 | 0.2 | -1
Cc1cccc(NC(=O)C2CCN(S(=O)(=O)c3c(C)[nH]c(=O)[nH]c3=O)CC2)c1 | 10 | 9 | 0 | 8 | -4 | 3 | -3 | 0.7 | 2
COc1ccccc1NC(=O)NCC(c1ccco1)N1CCCCC1 (centres undefined) | -3 | -3 | 0 | 5 | -5 | 1 | 1 | -0.3 | 3
COC(=O)c1ccc(COC(=O)c2ccc(N(C)C)cc2)cc1 | -2 | -5 | 8 | -46 | -3 | 2 | -4 | 2.0 | -2
O=C(COc1ccc2ccc(=O)oc2c1)c1ccccc1 | 4 | -1 | . | 13 | -1 | -7 | 1 | -0.4 | -4
COC(=O)c1cc2ccccc2oc1=O | -15 | 0 | -5 | 10 | -1 | 5 | 2 | 1.1 | 1
Cc1c(/C=N/n2cnnc2)c2ccccc2n1CCOc1ccccc1 | -7 | -6 | 2 | -11 | -5 | 3 | -6 | -0.3 | 1
C=CCn1c(SCC(=O)c2c(N)n(CCC)c(=O)n(C)c2=O)nc2sc(CC)cc2c1=O | -14 | -11 | -4 | 12 | 2 | 6 | -3 | 2.0 | -1
Cc1ccc(OCC(=O)N2CCOCC2)cc1C | -4 | 3 | -2 | -4 | -4 | 4 | -1 | 0.5 | -2
CCOC(=O)C(C(=O)N1CCOCC1)C1CCCCC1 (centres undefined) | 0 | -7 | 5 | -35 | -2 | 1 | 0 | 0.5 | -4
O=C(NCc1ccco1)c1cc2ccccc2o1 | -14 | 0 | 2 | 1 | -3 | 2 | -3 | -2.3 | -1
O=C(O)CC(Cn1[nH]nnc1=S)c1ccccc1 (centres undefined) | -10 | 7 | 2 | -22 | -2 | 1 | 4 | 1.4 | 1
C=CCN(CC=C)S(=O)(=O)c1ccc(C(=O)Nc2nnc(COC)o2)cc1 | -11 | 5 | -3 | 13 | 5 | 7 | -1 | -0.3 | 1
Cc1ccc(CN2CCN(CC(=O)N=Nc3c(O)[nH]c4ccccc34)CC2)cc1 | -13 | -2 | -4 | 9 | -7 | 5 | -3 | 1.4 | -5
COc1ccc(Cn2c(C)c(C)c(C#N)c2NC(=O)Nc2ccc(Cl)cc2)cc1 | -5 | 2 | 2 | -20 | -4 | 4 | 3 | -2.4 | -1
CC(OC(=O)C1CSC2(c3ccc(F)cc3)CCC(=O)N12)C(=O)NC(N)=O (centres undefined) | 6 | 11 | 4 | -2 | -11 | 7 | -1 | 0.4 | 1
COc1ccccc1NC(=O)c1nn(C)cc1Br | -16 | -13 | 0 | 21 | -10 | 4 | 1 | -1.2 | -2
COc1cc(OC)cc(C(=O)N(CN2CCCC2=O)c2ccccc2OC)c1 | -22 | 4 | 3 | -3 | -12 | 1 | 1 | 1.4 | 2
CCOC(=O)C(O)(CCC(O)(C(=O)OCC)C(=O)OCC)C(=O)OCC | 7 | 8 | -2 | 11 | -6 | 3 | 0 | 0.3 | -5

Quoted at random: two records from the list
SMILES | S1P4 antag | NPY2 pot ag | NPY Y1 blocker | NPY1 pot ag | RBBP9 inhibitor | BaF3 tox | Runt-CBFb FRET | S1P4 agonist | Ba/F3 V617F tox
O=C(COc1ccc2ccc(=O)oc2c1)c1ccccc1 | 4 | -1 | . | 13 | -1 | -7 | 1 | -0.4 | -4
COc1ccccc1NC(=O)c1nn(C)cc1Br | -16 | -13 | 0 | 21 | -10 | 4 | 1 | -1.2 | -2

Single records, as listed above. Order of values: S1P4 antag	NPY2 pot ag	NPY Y1 blocker	NPY1 pot ag	RBBP9 inhibitor	BaF3 tox	Runt-CBFb FRET	S1P4 agonist	Ba/F3 V617F tox
`Cc1ccc(OCC(=O)N2CCOCC2)cc1C` in the list: -4	3	-2	-4	-4	4	-1	0.5	-2
`O=C(NCc1ccco1)c1cc2ccccc2o1` in the list: -14	0	2	1	-3	2	-3	-2.3	-1

Continuation:
SMILES | S1P4 antag | NPY2 pot ag | NPY Y1 blocker | NPY1 pot ag | RBBP9 inhibitor | BaF3 tox | Runt-CBFb FRET | S1P4 agonist | Ba/F3 V617F tox
O=C(NCc1ccccn1)c1ccc2c(c1)N(Cc1ccccc1)CCS2 | -3 | -9 | . | 6 | -1 | 4 | 3 | -0.3 | -4
O=C(c1ccc(Cn2ccc([N+](=O)[O-])n2)cc1)N1CCN(Cc2ccccc2)CC1 | 1 | 14 | . | 0 | 0 | -1 | -4 | -1.4 | -2
O=C(Cc1ccc(Cl)cc1)c1c[nH]c(C(=O)NCc2cccnc2)c1 | -12 | 0 | 1 | 9 | -6 | 8 | -3 | 0.2 | 0
Cc1cccc(C)c1NC(=O)COc1ccccc1C(=O)Nc1ccc(Br)cn1 | -12 | 4 | -1 | -3 | 1 | 0 | -1 | -0.3 | -4
CCOc1ccc(NC(=O)C2CC(=O)NC(N3CCc4ccccc43)=N2)cc1 (centres undefined) | -4 | -13 | 0 | 28 | -7 | 8 | 1 | 1.0 | 4
O=C(CSc1nc2c(c(=O)n1-c1ccc(Cl)cc1)SCC2)Nc1ccc2c(c1)OCCO2 | -6 | -17 | -3 | -5 | 3 | 9 | 2 | -0.6 | 0
Cc1ccc(S(=O)(=O)N(C)CC(=O)N2CCCc3ccccc32)cc1 | 1 | -2 | 1 | 17 | -4 | 9 | 1 | -1.1 | 3
CCOc1ccc2[nH]cc(C(=O)O)c(=O)c2c1 | 13 | -1 | 4 | -1 | -10 | 5 | 0 | 0.2 | 1
COc1ccc(/C=N/Nc2nncc3ccccc23)cc1 | -17 | -1 | 5 | 10 | -5 | 7 | -1 | 0.6 | 0
COCCn1nnnc1C(c1ccccc1OC)N1CCc2ccccc2C1 (centres undefined) | -21 | 4 | 12 | -3 | -4 | 3 | . | -0.2 | 2
CN(C)c1cc(-c2ccc(Br)cc2)oc(=O)c1Cl | -1 | 1 | . | -1 | -2 | 2 | 0 | 0.2 | -2
COc1ccccc1CNC(=O)COC(=O)c1cccnc1SCC(=O)NCc1ccccc1OC | -4 | 4 | 10 | 0 | -3 | 10 | 1 | 0.3 | 2
COC(=O)CC1(C(=O)OC)Oc2ccc(Br)cc2C(=O)N1c1cc(Cl)cc(Cl)c1 (centres undefined) | 4 | -9 | . | 3 | 2 | -1 | 1 | 0.1 | 0
COc1ccc(-c2csc3ncn(-c4ccccc4OC)c(=O)c23)cc1OC | -3 | 6 | 1 | 12 | 0 | 5 | 1 | -0.2 | 4
CC(C)(C)NC(=O)NC(=O)CN1CCN(c2ccccc2)CC1 | -7 | 10 | -4 | 18 | -5 | -3 | -2 | 0.0 | 0
O=C(CCCC(=O)N(CC(=O)NC1CCCCC1)CC1CCCO1)Nc1ccccn1 (centres undefined) | 2 | -18 | 6 | -17 | -3 | 12 | -1 | 0.0 | 7
CCOC(=O)C1(Cc2ccccc2)CCCN(Cc2cccc(C(C)=O)c2)C1 (centres undefined) | 3 | -22 | 4 | 8 | -2 | 12 | -3 | -0.4 | 0
C=CCn1c(SCC(=O)Nc2ccc(C(=O)OCC)cc2)nnc1-c1sc(N)nc1C | 0 | -2 | 9 | -14 | 2 | 2 | -4 | 2.2 | -1
Cc1nc2ccccc2n2c(-c3ccccc3)c3c(=O)n(C)c(=O)n(C)c3c12 | -8 | 12 | 7 | 0 | -7 | 1 | 0 | -0.6 | 0
c1cncc(-c2nnc(SCc3cccc4ccccc34)o2)c1 | -10 | -1 | 5 | -7 | -7 | 7 | -3 | 0.1 | -2
CCn1nc(C)c(/C=N\NC(=O)c2cccc(OC)c2)c1C | -8 | 3 | 3 | 4 | 1 | 5 | -1 | 2.8 | -4
Cc1cccc(NCC(=O)N/N=C\c2cccc(Oc3ccccc3)c2)c1 | -17 | 15 | 6 | -3 | -3 | 1 | 2 | -0.5 | -2
O=C(O)C1CC=CCC1C(=O)Nc1cc(Cl)ccc1Cl (centres undefined) | -27 | -8 | 3 | 1 | -5 | 4 | -1 | 0.4 | 0
Cc1ccc(NC(=O)CCC(=O)c2cccs2)cc1 | -26 | 6 | -1 | 16 | 4 | 3 | -2 | 2.4 | 1
CCN=C1SC(CC(=O)NCc2ccccc2)C(=O)N1CC (centres undefined) | 3 | -1 | -2 | 7 | 3 | 6 | 1 | -0.2 | -6
(cont.)
SMILES | S1P4 antag | NPY2 pot ag | NPY Y1 blocker | NPY1 pot ag | RBBP9 inhibitor | BaF3 tox | Runt-CBFb FRET | S1P4 agonist | Ba/F3 V617F tox
CC(C)OC(=O)CSc1nnc(Cc2ccccc2)n1Cc1ccco1 | -21 | -7 | 10 | -30 | -8 | 2 | 10 | 2.9 | -1
Cc1ccc2oc(=O)n(Cc3ccccc3OC(C)C)c2c1 | -12 | -10 | 14 | -21 | -1 | 5 | -1 | 1.3 | -1
CC1Cc2ccccc2N1C(=O)CSc1nncn1C (centres undefined) | 6 | 9 | -5 | 3 | -3 | 5 | 1 | 0.1 | 0
c1ccc(-c2csc3ncnc(NCc4ccccn4)c23)cc1 | -1 | 8 | . | 6 | -8 | 5 | 1 | -0.7 | -1
COc1ccccc1-n1c(SCC(=O)Nc2ccc3c(c2)OCO3)nc2c(c1=O)SCC2 | -8 | -10 | 10 | 11 | -10 | 3 | 1 | -0.9 | -1
CC(C)c1ccc(C(=O)NN2C(=O)C3CCCCC3C2=O)cc1 (centres undefined) | -9 | -13 | 0 | 10 | 2 | 6 | -3 | 4.1 | -2
CCOc1ccc(/C=N/NC(=O)c2ccc(Cn3cc(Br)cn3)o2)cc1 | -7 | 10 | -6 | -7 | -2 | 10 | -2 | 0.5 | 1
